AP ELISA ortho = orthogonal test for alternative complement pathway inhibitors; Human serum alternative complement pathway, LPS-coated ELISA, C3 deposition; tested in compound mixtures; inhibition, % at 5 µM; 0.08% of 62,000 active;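 active = inhibition above 30% in each of the two pooled mixtures holding the compound, so the lower value exceeds 30%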;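 note: 0% = serum in Mg-EGTA without compound and 100% = EDTA serum blank; some compounds past the cut are filed as inactive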
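Test system: human serum alternative complement pathway, C3 deposition on LPS-coated wells; also added: Plate-bound LPS; doses: 5 µM per compound in ten-compound mixtures; schedule: 1 h at 37 °C; detection: Anti-C3 ELISA, OD 450 nm; evaluation: percent inhibition of C3 deposition onto LPS; repeats: two pool placements per compound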
MMP-13 inhibitor = MMP13 (human) collagenase inhibition | inhibition, % at 4 µM | 0.07% of 65,000 active | MMP-13 fTHP FRET cleavage, Mca fluorescence | AID 570 | P45452;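 active = inhibition above the mean of compound-free control plate wells plus 3 SD, cut at about 14% in these data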;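 note: 0% = DMSO wells and 100% = wells with reference MMP-13 inhibitor after basal subtraction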
MKP-1 inh = blocks human MKP-1 phosphatase activity; AID 374; 0.15% of 65,000 active; P28562; inhibition, %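 (compounds tested at a single concentration somewhere between 10 and 100 µM)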; recombinant MKP-1, OMFP hydrolysis fluorescence;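 active = inhibition above about 50%, limit read from the data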;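 note: 0% = DMSO max control wells and 100% = wells with enzyme stopped by NaOH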
JNK3 inh = JNK3 (human) kinase inhibition; purified JNK3 kinase activity, HTS; inhibition, % at 8 µM; 0.61% of 60,000 active; in the data active = inhibition above about 17%;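 note: 0% = DMSO and 100% = reference inhibitor; many of its hits are not listed in these tables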
Target sequence (P53779 whole entry, looked up): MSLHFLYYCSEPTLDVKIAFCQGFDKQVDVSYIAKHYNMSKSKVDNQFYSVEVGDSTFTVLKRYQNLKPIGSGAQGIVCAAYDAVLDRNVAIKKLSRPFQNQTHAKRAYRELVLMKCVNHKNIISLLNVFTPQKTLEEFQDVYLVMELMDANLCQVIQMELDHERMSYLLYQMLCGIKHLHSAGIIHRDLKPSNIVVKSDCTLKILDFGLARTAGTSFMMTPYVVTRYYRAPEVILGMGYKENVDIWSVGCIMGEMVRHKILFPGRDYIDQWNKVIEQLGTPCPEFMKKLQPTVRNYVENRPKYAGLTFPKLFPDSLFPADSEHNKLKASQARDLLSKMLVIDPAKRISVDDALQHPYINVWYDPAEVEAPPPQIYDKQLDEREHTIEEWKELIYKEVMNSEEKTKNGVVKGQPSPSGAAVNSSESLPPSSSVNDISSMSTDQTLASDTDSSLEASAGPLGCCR
A340 absorber = absorbance at 340 nm; compound absorbance at 340 nm, fold over control; fold change at 10 µM; 65,000 tested, under 10 active; AID 708;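 active = at 10 µM dose, initial 340 nm absorbance at least 2 fold that of control wells; inactive = change under 2 fold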;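 note: initial absorbance extrapolated from kinetic A340 decline of NADH oxidation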
Cdc25B inh = human M-phase inducer phosphatase 2 inhibition; P30305; recombinant Cdc25B, OMFP fluorescence Ex485/Em525; inhibition, %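 (compounds tested at 10 µM final in the well)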; 0.1% of 65,000 active; AID 368; in the data active = inhibition above about 50%
Hsp90 inh = displaces geldanamycin probe from tumor Hsp90; P07900; NCI-N417 lysate Hsp90, Cy3B-geldanamycin FP displacement; inhibition, % at 30 µM; 0.35% of 64,000 active; AID 429;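 active = inhibition above 50%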;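 note: 0% = tracer plus lysate wells and 100% = tracer alone without lysate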
FXIIa inh mix = blocks human factor XIIa in pooled compound mixtures; P00748; purified FXIIa, fluorogenic substrate; inhibition, % at 5 µM; 0.2% of 62,000 active;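 note: 0% = enzyme without compound and 100% = no enzyme blank; some results filed as inactive read as strong as hits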
Target sequence (P00748 20-372 limits assumed): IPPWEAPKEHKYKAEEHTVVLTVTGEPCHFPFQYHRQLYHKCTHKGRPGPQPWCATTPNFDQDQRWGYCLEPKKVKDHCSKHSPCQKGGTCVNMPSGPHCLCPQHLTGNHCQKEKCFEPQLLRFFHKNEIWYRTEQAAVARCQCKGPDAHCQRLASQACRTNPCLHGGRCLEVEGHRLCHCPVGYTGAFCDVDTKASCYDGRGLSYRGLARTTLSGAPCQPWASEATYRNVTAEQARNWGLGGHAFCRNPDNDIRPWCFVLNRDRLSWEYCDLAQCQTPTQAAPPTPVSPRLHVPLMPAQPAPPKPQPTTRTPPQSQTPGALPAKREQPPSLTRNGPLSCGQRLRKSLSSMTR
Target sequence (P00748 373-615 limits assumed): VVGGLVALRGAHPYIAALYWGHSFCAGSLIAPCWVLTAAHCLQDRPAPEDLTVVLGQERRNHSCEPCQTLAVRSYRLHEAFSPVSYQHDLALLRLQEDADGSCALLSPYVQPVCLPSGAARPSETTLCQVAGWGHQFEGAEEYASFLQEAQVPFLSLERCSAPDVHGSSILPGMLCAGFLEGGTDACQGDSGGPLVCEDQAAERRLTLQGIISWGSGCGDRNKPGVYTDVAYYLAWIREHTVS
FXIa inh mix = inhibitors of human coagulation factor XIa, pooled mixtures | purified FXIa, fluorogenic substrate | inhibition, % at 5 µM | 0.19% of 62,000 active;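 note: each value is inhibition by a whole ten-compound pool holding the compound; 0% = enzyme with no mixture and 100% = wells lacking enzyme; strong numbers were not always called active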
Starred values were filed as active, the others as inactive; / = no result given; [ ] = dose if it differs, or a comment. Cut-off read from the data, not from the text of the source, unless noted: active = inhibition above about 20% (passing the limit was not always enough); inactive = the rest.

SMILES	AP ELISA ortho	MMP-13 inhibitor	MKP-1 inh	JNK3 inh	A340 absorber	Cdc25B inh	Hsp90 inh	FXIIa inh mix	FXIa inh mix
Cc1nn(CC(=O)Nc2ccc3c(c2)nc(CN2CCCC2)n3C)c(=O)c2ccccc12	20	-1	16	2	1	-3	-6	10	4
O=C(NCc1ccco1)c1cccs1	29	-4	10	-7	1	-4	-7	1	-11
CCOC(=O)c1c(C)[nH]c(C(=O)CN2CCOCC2)c1C	5	0	5	/	1.1	-10	/	-16	4
Cc1cc(NC(=O)c2cc(CC(C)C)on2)n(-c2ccccc2)n1	15	4	2	-6	1	1	-2	6	8
COc1ccc(CC(=O)Nc2cccc(-c3nnc(-c4ccc(C)cc4)o3)c2)cc1OC	1	4	22	-5	1	-9	-2	4	0
CCOC(=O)c1[nH]c2ccc(C)cc2c1N=C(C)N(C)C	11	-1	7	0	0.97	-12	-3	0	1
O=C1C2C3C=CC(C3)C2C(=O)N1Cc1ccccc1 (stereo not given)	-7	-1	-2	9	0.99	-8	-1	12	-12
FC(F)(F)C(Oc1nc(NC2CCCCC2)nc(N2CCOCC2)n1)C(F)(F)F	30	-2	11	1	1	1	-2	12	5
C=CCN1C(=O)N(/C=C/C)c2cccc3cccc1c23	-1	2	-2	-2	1.1	3	-4	2	5
Cc1ccc(S(=O)(=O)Nc2ccc3nc(-c4cccn4C)[nH]c3c2)cc1	-1	4	4	4	1.1	1	-4	7	9
O=C(O)c1ccc(OCCn2ccnc2)cc1	/	-1	-23	3	1	-6	3	/	/
Cc1cccc(NC(=O)c2ccccn2)c1C	0	2	-3	1	1	-10	-2	2	4
CCCN1CCN(CCCNC(=O)C2CCN(c3nnc(-n4cccc4)s3)CC2)CC1	9	6	-13	4	0.98	-5	-5	5	13
COc1ccc(CC(C(=O)Nc2cc(C)ccc2C)/C(N)=N/O)cc1 (stereo not given)	1	0	-12	-5	1	4	1	-6	-2
CCc1nc2sc(C)c(C)c2c(=O)n1CCO	11	-2	1	2	1	4	-2	5	2
C=CCNc1nc(-c2ccc(OC)cc2OC)cs1	-2	0	1	-6	0.99	2	-5	0	0
O=C(NCCC1=CCCCC1)C1CCN(Cc2cnn(-c3ccccc3)c2-n2cccc2)CC1	9	0	-6	-9	1.1	-9	-2	-15	1
CN(C)c1ccc(NC(=O)CSc2nc3ccccc3c(=O)n2C2CCCCC2)cc1	10	-2	30	0	0.99	7	0	2	-3
COc1cc2c(cc1NC(=O)c1cncc(Br)c1)oc1ccccc12	-1	0	6	-2	1.1	3	-7	5	4
CN(C(=O)c1ccno1)c1nnc(-c2cccnc2)s1	9	-4	6	3	1	-10	-6	11	1
CCOCC(O)CS(=O)Cc1ccccc1 (stereo not given)	-2	0	2	-3	0.99	-8	-3	-18	9
CS(=O)(=O)N(CCc1ccccc1)CC(=O)N1CCN(c2ccccc2F)CC1	16	-1	26	-6	1	-5	1	2	4
c1ccc(-c2csc(N3CCCCCC3)n2)cc1	12	-2	-4	-1	1	-7	-2	-19	6
O=C(O)CNC(=O)c1ccc(OC(F)F)cc1	10	10	1	/	0.99	2	/	4	-3
CCCn1c(SCC(=O)Nc2ccccc2N2CCCCC2)nc2c1c(=O)n(C)c(=O)n2C	-1	-11	20	8	1	-11	-3	-1	-1
Cc1ccc2nc(NC(=O)C3CCCN(S(=O)(=O)c4cnc[nH]4)C3)sc2c1 (stereo not given)	-3	6	-17	-1	0.99	-1	1	9	2
COc1cccc(-c2nnc(SCC(=O)N3CCCc4ccccc43)o2)c1	11	11	-2	-9	0.98	-13	-1	6	4
Cn1c(-c2ccccc2)cnc1SCC(=O)NCc1ccco1	-2	3	15	-1	1	-4	-9	-16	3
O=C(NC1CCCCC1)Nn1c(-c2ccccc2)nc2ccccc2c1=O	21	6	-23	-6	1	24	0	1	1
Cc1noc(C)c1CSc1nc2ccccc2s1	14	1	-11	2	1	-19	-4	8	7
CCn1c(SCC(=O)NCCc2ccccc2)nnc1-c1ccco1	13	2	25	3	1	2	-3	11	1
Cc1nnc2ccc(N3CCN(C(=O)c4ccccc4)CC3)nn12	0	2	-1	-5	1.1	3	-1	1	-2
CCOC(=O)c1c(NC(N)=O)sc(C)c1C	-4	3	-4	5	1	-1	-4	7	29*
COc1ccc2c(c1)c(C(O)CN1CCN(Cc3ccc4c(c3)OCO4)CC1)c(C)n2C (stereo not given)	6	-2	17	-11	1	-2	-4	2	3
c1cnc(NCCNc2ncccn2)nc1	-10	3	8	5	1	2	-2	3	-4
COC(=O)c1cccc(NC(=O)c2cc3sccc3n2C)c1	2	8	-15	7	1	-8	-4	4	4
CN1CCN(S(=O)(=O)c2ccc(N3CCN(S(=O)(=O)/C=C/c4ccccc4)CC3)nc2)CC1	-5	-7	21	8	1	0	1	6	-2
CCc1ccccc1Nc1nc(N)nc(CSCC(=O)c2cc(C)n(C)c2C)n1	-15	-2	31	-1	1	2	-3	1	-5
CCc1ccccc1N(CC)C(=O)CCc1nc(-c2ccc(C)cc2)no1	-9	-8	7	1	1	-26	1	2	0
CCOC(=O)c1cc2occc2n1CC(=O)NC1CCC(C)CC1 (stereo not given)	10	5	14	-1	0.98	-8	-4	19	5
CCc1ccc(NC(=O)c2cc(CC(C)C)on2)cc1	-1	-3	3	2	1	5	-1	-1	7
O=C1c2ccccc2C(O)N1Cc1ccc2c(c1)OCO2 (stereo not given)	7	3	10	-64	0.98	-7	3	-18	5
Cc1nc2sc(C(c3ccco3)N3CCN(c4ccccc4F)CC3)c(O)n2n1 (stereo not given)	14	0	6	1	1	10	-1	0	3
CCN1C(=O)c2ccccc2S(=O)c2ccc(C(=O)NCc3ccccn3)cc21 (stereo not given)	5	3	-2	5	1.1	-5	10	-11	2
C=C(C)Cn1c(C2CC(=O)N(c3ccccc3F)C2)nc2ccccc21 (stereo not given)	18	8	-12	-1	1	-6	-1	-17	2
Cn1c(C(F)(F)F)nc2c(=O)oc3ccccc3c21	4	2	-8	-5	0.97	-8	-1	9	8
COc1ccc(-c2noc(CCC(=O)NCCN3CCN(c4ccccc4F)CC3)n2)cc1	3	9	21	/	1.1	-26	-3	4	3
CC(C)(C)C1CCC2(CC1)NC(CO)(CO)CO2 (stereo not given)	-5	3	4	0	0.98	-15	2	0	9
CN1CCN(S(=O)(=O)c2ccc(NC(=O)c3ccc(F)cc3)cc2)CC1	-5	3	-4	1	0.99	-12	-9	2	1
Cc1ccccc1Cn1c2ccccc2c2cn[nH]c(=O)c21	5	-1	11	-6	1	3	1	4	9

Continuation.
SMILES	AP ELISA ortho	MMP-13 inhibitor	MKP-1 inh	JNK3 inh	A340 absorber	Cdc25B inh	Hsp90 inh	FXIIa inh mix	FXIa inh mix
NC1=NCc2ccccc21	-4	-6	-8	5	1	0	-1	7	4
COc1ccc(CC(=O)NCc2ccccc2Cl)cc1S(=O)(=O)N1CCOCC1	14	1	-2	-1	1	1	-1	14	4
CCSc1nc(C)nc2c1oc1ccccc12	-7	-2	-9	5	1	8	-4	-1	5
CCN(CC)S(=O)(=O)c1cccc(C(=O)Nc2ccccc2C(=O)N2CCOCC2)c1	11	-3	33	-5	0.99	4	-6	-18	4
CCOc1ccc(NC(=O)C2CCN(C(=O)NCc3ccccc3)CC2)cc1	8	-4	-24	1	0.98	-12	0	6	0
Cc1nnc2sc(-c3ccc(NC(=O)c4ccc(-c5ccc(Br)cc5)o4)cc3)nn12	5	-7	16	-2	1.1	3	-10	17	2
Cc1ccc2cc(CN(Cc3nnnn3Cc3ccco3)CC3CCCO3)c(=O)[nH]c2c1C (stereo not given)	21	-9	18	3	1	-14	-7	-3	5
Cc1ccc(Cl)cc1NC(=O)c1ocnc1C	5	-2	20	/	0.97	-2	-9	3	-5
OCCNCC1(O)C2CC3CC(C2)CC1C3 (stereo not given)	4	-1	8	-2	0.99	5	-1	-7	-5
COC(=O)CNC(=O)Cn1ccc2ccccc2c1=O	10	0	3	-4	1	9	-9	8	-6
Cn1cccc1Cc1nnc(SCC(=O)Nc2nccs2)n1CCc1ccccc1	13	-1	4	3	0.98	-19	-2	6	-1
Cc1cc(C)n(CCc2nc3c4ccccc4n(CC(=O)Nc4ccc(Cl)cc4F)c(=O)n3n2)n1	-2	1	4	-4	1	-19	-1	-12	-6
O=C(NCCN1CCCCC1)Nc1ccc(F)c(Cl)c1	8	3	3	-7	1.1	-9	-1	-19	0
COc1ccc(CCNC(=O)C2CCCN(Cc3nc(-c4ccccc4C)oc3C)C2)cc1OC (stereo not given)	7	6	10	5	0.98	-26	0	-8	-6
CCOC(=O)c1cc(C(C)(C)C)oc1CN	3	3	-18	/	1	-4	3	8	3
COc1cccc(NC(=O)CN2CCN(c3ccc(F)cc3)CC2)c1	0	-2	6	-3	0.99	-6	-2	3	4
Cc1cccnc1NC(=O)C1CCN(S(=O)(=O)c2ccc3c(c2)CCC(=O)N3)CC1	11	2	2	0	1	-11	-3	-2	3
CCOc1cc2c(C)cc(=O)oc2cc1Cl	15	-5	-29	2	1	-8	1	2	1
Nc1ncnc2nc(SCc3ccccc3)[nH]c12	20	-8	-15	0	1	12	2	5	3
COc1c2occc2c(OC)c2c(=O)cc(C(F)(F)C(F)(F)F)oc12	5	-9	10	5	1	-1	-1	2	6
Cn1c(=O)[nH]c(=O)c2[nH]c(CN3CCN(C(=O)c4ccco4)CC3)nc21	19	-2	0	2	1	5	-4	-2	-5
COc1cc(OC)c(NC(=O)CCNS(=O)(=O)c2cc(Br)cnc2N)cc1Cl	5	-4	-2	0	0.99	-9	1	2	11
CC(C)N1CC(O)=C(c2ccccc2)C1=N	21	3	1	/	1	-4	/	3	8
CCOC(=O)C1=C(c2ccccc2)NC(SC)=C(C#N)C1c1ccco1 (stereo not given)	9	5	7	-3	1	-15	-3	17	5
O=C(Cn1nc(-c2ccc(Cl)cc2)ccc1=O)NCCCN1CCN(Cc2ccccc2)CC1	-6	0	-10	0	1	-18	-4	-1	1
Cc1ccccc1-c1c(C)oc2cc(O)ccc2c1=O	3	-164[fluorescence artefact?]	7	0	1.1	2	-2	-18	-5
Cc1ccc(C)c(NC(=O)CNS(=O)(=O)c2ccccc2)c1	9	3	3	8	1	-7	-3	-1	7
O=C(NCCCNCc1ccccc1)c1ccc(/C=N/O)nc1	8	0	-7	-3	1	-6	-8	2	4
Cc1ccc(C(C)C)c(OCC(=O)Nc2ccccc2N2CCN(C)CC2)c1	9	5	-26	-3	1	-35	-2	3	3
Cc1occc1C(=O)Nc1ccc2c(c1)OCCO2	-6	-2	13	7	1	1	-9	8	3
CC(C)COC(=O)C1C(=O)CC(C)(O)C(C(=O)OCC(C)C)C1c1cccnc1 (stereo not given)	3	-6	-1	-4	1	11	-2	-23	-2
CC1(C)Cc2cccc(OCC(=O)Nc3nccs3)c2O1	-5	0	-5	3	1	5	-4	9	8
O=C1c2ccccc2C(=O)N1CC(O)COCc1ccccc1 (stereo not given)	18	3	21	-1	1	-1	-2	12	2
Cn1c(SCC(=O)Nc2cc(=O)n(C)c(=O)n2C)nnc1-c1cccs1	/	2	7	2	1	-4	-1	/	/

Grouped by structure: those above containing a tert-butyl group.
SMILES	AP ELISA ortho	MMP-13 inhibitor	MKP-1 inh	JNK3 inh	A340 absorber	Cdc25B inh	Hsp90 inh	FXIIa inh mix	FXIa inh mix
CC(C)(C)C1CCC2(CC1)NC(CO)(CO)CO2 (stereo not given)	-5	3	4	0	0.98	-15	2	0	9
CCOC(=O)c1cc(C(C)(C)C)oc1CN	3	3	-18	/	1	-4	3	8	3

Source: PubChem BioAssay (several laboratories)
